MT1-MMP act inh – MT1-MMP (human) activation inhibition | 360,000 compounds, 0.061% hits | HT1080 RFP-PRO-GFP cells, GFP/RFP ratio fluorescence, overnight; percent of plate control window, DMSO zero | GFP/RFP ratio change, % at 20 µM;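 active = GFP/RFP ratio change of at least 30% with cell ATP level not reduced by more than half and red fluorescence within 50% of control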; note: strong numbers were not always called active
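Assay system: HT1080 cells carrying an RFP-PRO-GFP reporter | Dosing: Single dose of 20 µM compound, 1% DMSO final | Incubation: Cells overnight before dosing, compound overnight, 37 °C, 5% CO2 | Evaluation: GFP/RFP fluorescence ratio | Control set: DMSO and RFP-L50D-GFP cell wells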
Tb MetRS inh – Trypanosoma brucei MetRS inhibition; purified T. brucei MetRS, ATP depletion, Kinase-Glo luminescence; inhibition, % at 11.9 µM; 360,000 compounds, 0.4% hits; AID 624268;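 active = inhibition above a per-plate cutoff of the control wells' mean inhibition plus 3 SD, cut at about 5.5% in these data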;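 note: 0% = DMSO wells median and 100% = median of wells with control inhibitor compound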
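Test system: purified T. brucei MetRS enzyme. Also added: ATP, methionine and E. coli bulk tRNA substrates. Compound: 11.9 µM single point. Schedule: 15 min enzyme-compound preincubation, 2 h reaction, 10 min detection, 25 °C. Signal: luciferase luminescence of residual ATP, Kinase-Glo. Evaluation: percent inhibition versus plate control medians. Controls: DMSO wells, low control.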
CendR NRP1 mod – alters CendR peptide binding to human NRP-1; AID 602438; 360,000 compounds, 0.85% hits; FAM-RPARPAR peptide binding to NRP-1, fluorescence polarization; inhibition, % at 25 µM;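 active = inhibition or corrected inhibition above about 18%, plus a signal ratio from 0.5 to 1.5, limit read from the data, passing the limit was not always enough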; note: strong numbers were not always called active
bovine MsrA act – activates bovine MsrA enzyme; activation, % at 10.6 µM; purified bovine MsrA, absorbance read-out; 360,000 compounds, 0.3% hits; in the data active = activation above about 7.5%;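 note: 0% = vehicle and 100% = reference activator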
SKN-1 block – inhibitors of C. elegans SKN-1; C. elegans VP596 Pgst-4::GFP/RFP ratio, acrylamide-induced, 24 h; 360,000 compounds, 0.49% hits; inhibition, % at 21.8 µM;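 active = interference check ratio from 0.5 to 1.5 plus GFP to RFP signal ratio inhibition reaching or exceeding a fixed threshold, cut at about 30% in these data, passing the limit was not always enough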; note: some compounds called inactive have numbers as strong as hits
MLLE-PAM2 inh – inhibitors of microRNA-mediated deadenylation, human PABP1 MLLE binding. P11940. GST-MLLE / FITC-PAM2 fluorescence polarization. inhibition, % at 20 µM. 360,000 compounds, 0.36% hits; in the data active = inhibition above about 35%, passing the limit was not always enough;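 note: plate controls were DMSO wells with GST-MLLE for no effect and wells lacking GST-MLLE protein for full effect; some results filed as inactive read as strong as hits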
MsrA inhibitor – inhibitors of bovine MsrA; purified bovine MsrA, absorbance read-out; inhibition, % at 15.5 µM; 360,000 compounds, 0.75% hits; AID 651718; in the data active = inhibition above about 4.5%;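 note: 0% = vehicle wells with enzyme and 100% = reference inhibitor wells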
eLon inh – inhibitors of E. coli Lon protease; P0A9M0; purified E. coli Lon protease, fluorescence polarization; inhibition, % at 7.94 µM; 360,000 compounds, 0.42% hits; AID 602123; in the data active = inhibition above about 13%, passing the limit was not always enough;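 note: 0% = enzyme with probe and DMSO and 100% = no enzyme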
FAS TE block – inhibitors of human fatty acid synthase thioesterase domain; P49327; recombinant FAS-TE, OMFH fluorogenic substrate, fluorescence endpoint; inhibition, % at 15 µM; 360,000 compounds, 0.67% hits;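 active = compounds whose normalised, plate-corrected inhibition of enzyme fluorescence in the single-dose primary screen is 50% or more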;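 note: 0% = DMSO with enzyme and 100% = substrate without enzyme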
Starred values were filed as active, the others as inactive; · = not tested or not shown.

SMILES	MT1-MMP act inh	Tb MetRS inh	CendR NRP1 mod	bovine MsrA act	SKN-1 block	MLLE-PAM2 inh	MsrA inhibitor	eLon inh	FAS TE block
COCCC(=O)N1CCC(Oc2ccc(C(=O)NCc3cccc(C)n3)cc2)CC1	3	-1.0	1	-7	-12	-16	2.9	-3	-1
CCOC(=O)c1[nH]c(COC(=O)c2ccccc2NC(=O)c2ccco2)c(C(=O)OCC)c1C	-5	0.6	-3	1	19	3	0.4	0	8
CCOC(=O)C(C)Oc1ccc(=O)n(-c2ccccc2)n1 (stereo not given)	-4	-0.5	-16	-3	-13	11	0.0	-2	-4
O=C(Nc1ccc(N2CCOCC2)cc1)c1cc(F)c(F)cc1Cl	10	0.7	4	-1	13	-2	1.0	-19	-8
CC1CCCC(C)N1CC(O)COCc1ccccc1 (stereo not given)	1	-1.2	-1	0	11	4	0.2	-3	-5
C[C@H]1CN([C@@H](C)CO)C(=O)c2cc(Br)cnc2O[C@@H]1CN(C)S(C)(=O)=O	3	-2.4	5	-10	-10	9	1.4	-1	-10
CSCCC(C(=O)N1CC2(C)CC1CC(C)(C)C2)N1C(=O)c2ccccc2C1=O (stereo not given)	-8	-0.8	-5	-13	-7	18	0.0	-4	-1
COc1cccc(CN(C)C(=O)c2ccc3c(=O)n4c(nc3c2)CCC4)c1OC	0	-0.2	12	-2	-8	0	-0.5	4	2
O=C(NCC1CCCO1)c1ccc(S(=O)(=O)Nc2ccccc2F)cc1 (stereo not given)	3	-0.4	1	3	10	-10	-1.8	1	-7
C[C@H]1CN([C@@H](C)CO)C(=O)CCCn2nncc2CO[C@H]1CN(C)C(=O)c1cc(-c2ccccc2)on1	-1	-0.5	9	-3	13	7	0.4	-6	-5
O=c1oc2ccccc2c(Nc2ccc(Cl)cc2)c1[N+](=O)[O-]	2	1.7	0	-4	-3	11	2.2	18	11
Cc1cccc(OCCCCNCc2ccccc2)c1	1	-0.5	9	-3	9	-6	0.2	-7	3
CCOC(=O)NC(=S)c1ccc[nH]1	3	-1.7	6	-14	-2	26	3.0	-1	-6
COc1ccccc1C(=O)C1CCCN(C(=O)c2ccccn2)C1 (stereo not given)	4	-0.5	-9	-7	2	1	-0.5	-6	-11
CCCCC(=O)NNC(=S)NC(=O)c1ccc(C)cc1	3	0.5	8	3	-2	20	1.1	-4	-5

Part of the list above, with values under each structure:
Values run as follows: MT1-MMP act inh | Tb MetRS inh | CendR NRP1 mod | bovine MsrA act | SKN-1 block | MLLE-PAM2 inh | MsrA inhibitor | eLon inh | FAS TE block
> CCOC(=O)C(C)Oc1ccc(=O)n(-c2ccccc2)n1 (stereo not given)
    -4 | -0.5 | -16 | -3 | -13 | 11 | 0.0 | -2 | -4
> O=C(Nc1ccc(N2CCOCC2)cc1)c1cc(F)c(F)cc1Cl
    10 | 0.7 | 4 | -1 | 13 | -2 | 1.0 | -19 | -8
> CC1CCCC(C)N1CC(O)COCc1ccccc1 (stereo not given)
    1 | -1.2 | -1 | 0 | 11 | 4 | 0.2 | -3 | -5
> C[C@H]1CN([C@@H](C)CO)C(=O)c2cc(Br)cnc2O[C@@H]1CN(C)S(C)(=O)=O
    3 | -2.4 | 5 | -10 | -10 | 9 | 1.4 | -1 | -10
> CSCCC(C(=O)N1CC2(C)CC1CC(C)(C)C2)N1C(=O)c2ccccc2C1=O (stereo not given)
    -8 | -0.8 | -5 | -13 | -7 | 18 | 0.0 | -4 | -1
> COc1cccc(CN(C)C(=O)c2ccc3c(=O)n4c(nc3c2)CCC4)c1OC
    0 | -0.2 | 12 | -2 | -8 | 0 | -0.5 | 4 | 2
> O=C(NCC1CCCO1)c1ccc(S(=O)(=O)Nc2ccccc2F)cc1 (stereo not given)
    3 | -0.4 | 1 | 3 | 10 | -10 | -1.8 | 1 | -7
> C[C@H]1CN([C@@H](C)CO)C(=O)CCCn2nncc2CO[C@H]1CN(C)C(=O)c1cc(-c2ccccc2)on1
    -1 | -0.5 | 9 | -3 | 13 | 7 | 0.4 | -6 | -5
> O=c1oc2ccccc2c(Nc2ccc(Cl)cc2)c1[N+](=O)[O-]
    2 | 1.7 | 0 | -4 | -3 | 11 | 2.2 | 18 | 11
> Cc1cccc(OCCCCNCc2ccccc2)c1
    1 | -0.5 | 9 | -3 | 9 | -6 | 0.2 | -7 | 3
> CCOC(=O)NC(=S)c1ccc[nH]1
    3 | -1.7 | 6 | -14 | -2 | 26 | 3.0 | -1 | -6
> COc1ccccc1C(=O)C1CCCN(C(=O)c2ccccn2)C1 (stereo not given)
    4 | -0.5 | -9 | -7 | 2 | 1 | -0.5 | -6 | -11
> CCCCC(=O)NNC(=S)NC(=O)c1ccc(C)cc1
    3 | 0.5 | 8 | 3 | -2 | 20 | 1.1 | -4 | -5

Following part.
SMILES	MT1-MMP act inh	Tb MetRS inh	CendR NRP1 mod	bovine MsrA act	SKN-1 block	MLLE-PAM2 inh	MsrA inhibitor	eLon inh	FAS TE block
Cc1nc(C(C)N(C)Cc2c(C(=O)N3CCCCC3)nc3c(C)cccn23)c(C)s1 (stereo not given)	4	-0.3	-3	-10	12	4	-0.1	5	-11
C[N+]1(CC(O)c2ccccc2)CCCCCC1 (stereo not given)	-2	-0.6	5	0	12	-101	-0.6	4	-9
O=C(Nc1cccc(Cl)c1)Nc1ccc2c(c1)C(=O)OC2	0	0.9	6	-1	2	-9	0.3	-5	-3
Nc1nccc(/C=C/c2c(F)cccc2Cl)n1	-13	-0.3	9	0	16	1	4.1	2	-4
COc1cc(NC(=O)CN2CC(c3ccccc3)CC2=O)cc(OC)c1 (stereo not given)	1	0.0	2	-3	-21	0	0.8	-5	-2
Cc1onc(-c2ccccc2Cl)c1C(=O)Nc1ccccc1C(N)=O	4	-0.8	9	-4	2	-9	1.0	-1	0
CCOc1cc(NC(=O)CCl)c(OCC)cc1NC(=O)CCl	5	1.0	-2	-1	3	8	-0.5	5	-1
CN(C)S(=O)(=O)c1cccc(NC(=O)CSc2ncnc3ccccc23)c1	-2	0.2	-9	-2	3	-20	0.2	6	0
NC(=O)COC(=O)c1ccc2c(c1)C(=O)N(Cc1ccco1)C2=O	2	5.1	9	-3	2	-2	0.9	6	-2
Cc1nc2nc(-c3cccs3)cn2nc1C	·	-0.3	-1	-1	-5	23	1.9	12	-1
Fc1cc(Cl)c(OCc2noc(-c3ccsc3)n2)c(Cl)c1	0	-0.6	-10	-6	-15	18	-0.1	6	14
O=C(NCCCn1ccnc1)c1ccc2c(c1)OCCO2	0	-0.6	11	0	-7	-6	2.3	13	-4
O=C(Nc1ccc2nc(-c3ccccc3)[nH]c2c1)c1cccs1	7	-0.5	2	-2	39*	-17	1.3	3	1
Cc1ccc(Nc2nc3nonc3[nH]c2=O)cc1C	3	-0.5	8	0	-13	-15	1.5	-6	-2
O=C(Nc1cccc([N+](=O)[O-])c1)c1ccc2nc(N3C(=O)CCC3=O)sc2c1	13	-0.7	-15	-3	-7	-43	0.2	-3	10
CC1CCC2(CC1)NC(=O)N(CC(=O)Nc1nc(-c3ccc(F)cc3)cs1)C2=O (stereo not given)	1	-0.7	-25	-2	19	-27	0.3	-6	-10
CC1CCCC(C)N1C(=C(Cl)Cl)C(=C1SCCS1)[N+](=O)[O-] (stereo not given)	-3	-0.7	14	0	-10	12	1.8	-11	29
C=CCNC(=O)c1ccc(-c2nc3ccccc3nc2-c2ccccc2)cc1	-3	0.1	-9	-3	-3	-11	-0.8	5	12
CC(C)=C1SC(N2CCN(Cc3ccccc3)CC2)=NC1=O	-1	0.2	-2	0	-1	19	-0.2	-2	-1
O=C(CN1CCN(S(=O)(=O)c2ccccc2)CC1)Nc1ccnn1C1CCCC1	-10	-0.4	1	-1	-2	-5	-0.2	-6	-8
CCN(CC)C(=O)c1sc2nc(Cc3ccccc3)[nH]c(=O)c2c1C	-2	-0.9	-3	-10	-3	10	0.6	-4	-9
CC(=O)OC1CC[C@@]2(C)C(CCC3C2CC(=O)[C@@]2(C)C3CC3CC(C)=CC(=O)C32)C1 (stereo not given in full)	2	-0.4	6	-1	13	3	-1.0	-10	18
Nc1nc(NC(=O)c2ccccc2Cl)nn1-c1ccccc1	4	-0.9	0	-2	10	-9	1.4	-1	-3
COc1cc(C(CCN2CCCC2)c2c(OC)cc(OC)c3c(C)cc(=O)oc23)cc(OC)c1OC (stereo not given)	3	-0.4	-4	-6	9	-6	0.8	15	-3
Cc1cn(CC(=O)c2ccccc2)c2ccccc12	0	-1.2	1	-9	-10	-11	0.4	-2	15
CCS(=O)(=O)N1Cc2cc(C(=O)NCC3CC3)nc(-c3cccc(-c4cccnc4)c3)c2[C@@H]1CCO	-3	-0.3	-6	-1	-7	·	0.4	3	-2
COc1ccc(S(=O)(=O)N(C)c2ccc(C(=O)N3CCN(c4ccccc4)CC3)cc2)cc1OC	4	-0.5	-5	-3	-15	6	0.4	-1	11
CC(O)CNc1ncnc2nc[nH]c12 (stereo not given)	-5	0.0	1	0	1	-1	0.0	3	-5
C=CCN(C(=O)c1csnn1)C(C(=O)NCc1ccc(F)cc1)c1ccccc1 (stereo not given)	-3	-0.1	-6	4	-4	20	-1.0	-7	8
CC(=O)NC(c1cc(Cl)c2cccnc2c1O)C(C)C (stereo not given)	3	-0.5	6	-6	2	14	-0.2	16	3
COc1cc(C(=O)N(Cc2ccc(N(C)C)cc2)C2CCS(=O)(=O)C2)cc(OC)c1OC (stereo not given)	0	-0.1	8	-1	-2	4	-0.2	-2	-7
CCCc1cnc(N2CCN(S(=O)(=O)c3cccs3)CC2)nc1	2	-0.3	5	0	-7	7	-0.3	7	-3
O=c1oc(-c2ccccc2Cl)nc2ccsc12	3	-1.0	-17	-10	-28	-10	0.7	-1	43
CCc1c(Nc2ccccc2Cl)nc(N)[nH]c1=O	2	-0.1	1	-2	15	7	0.2	2	-8
O=C(NCc1ccccc1)C(c1ccco1)N(C(=O)c1csnn1)c1ccccc1 (stereo not given)	1	-0.5	-2	-4	14	3	-0.5	0	2
Cc1ccc(S(=O)(=O)N(CC(=O)Nc2ccccc2C(=O)O)c2ccc(Cl)cc2)cc1	0	-0.1	-7	-2	1	13	-2.2	-3	3
O=C(Nc1ccc2oc(-c3ccncc3)nc2c1)c1ccccc1F	7	-1.2	-3	-2	7	8	0.9	-4	-6
Cc1ccc(C)c(N2CCN(C(=O)c3cc4c(C)nc5ccccc5c4o3)CC2)c1	-3	-0.4	-1	-1	3	-8	-0.5	-14	15
CCOc1ccccc1N1CCN(C(=O)NC(C)c2ccc(F)c(F)c2)CC1 (stereo not given)	4	-0.3	8	-1	-6	5	-1.0	-3	5
COc1ccccc1N1CCN(C(c2cccs2)c2nnnn2C2CCCC2)CC1 (stereo not given)	11	-0.1	-4	-2	11	18	-0.5	-10	18

Two compounds picked at random from the list so far, as already listed:
SMILES	MT1-MMP act inh	Tb MetRS inh	CendR NRP1 mod	bovine MsrA act	SKN-1 block	MLLE-PAM2 inh	MsrA inhibitor	eLon inh	FAS TE block
CCCc1cnc(N2CCN(S(=O)(=O)c3cccs3)CC2)nc1	2	-0.3	5	0	-7	7	-0.3	7	-3
CCc1c(Nc2ccccc2Cl)nc(N)[nH]c1=O	2	-0.1	1	-2	15	7	0.2	2	-8

Bioassay records as filed in PubChem BioAssay.
